Screening results: PubChem BioAssay, Small Molecule Screening Facility, UW Madison
PriA SSB inh = inhibitors of Klebsiella pneumoniae PriA binding to SSB C-terminal tail, primary screen, biochemical, AlphaScreen; PriA–SSB C-terminal tail interaction (Klebsiella pneumoniae); AlphaScreen SSBct-PriA binding, biotinylated peptide; inhibition, % at 33 µM; 0.6% of 430,000 active; AID 1272365, 2023; in the data active means inhibition mostly above about 37%, no sharp cut-off; inactive means mostly below about 20%;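 further: plate controls were negative control peptide for no effect and reference peptide for full effect; strong numbers were not always called active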
* = called active by the depositor; & = joins results of further samples. Some of the compounds tested, so the mix of outcomes need not match the whole.

The first three compounds, to show the layout:
Molecule	PriA SSB inh
O=C(NN1C(=O)C2C3C=CC(C3)C2C1=O)c1cccc([N+](=O)[O-])c1 (stereo not drawn)	-7
CS(=O)(=O)N1CCCC1C(=O)Nc1ccc2sccc2c1 (stereo not drawn)	-4
Cc1ccc(-c2ccc(N3CCN(S(=O)(=O)c4cccnc4)CC3)nn2)c(C)c1	0

All compounds of this part (from the top)
Molecule	PriA SSB inh
O=C(NN1C(=O)C2C3C=CC(C3)C2C1=O)c1cccc([N+](=O)[O-])c1 (stereo not drawn)	-7
CS(=O)(=O)N1CCCC1C(=O)Nc1ccc2sccc2c1 (stereo not drawn)	-4
Cc1ccc(-c2ccc(N3CCN(S(=O)(=O)c4cccnc4)CC3)nn2)c(C)c1	0
COc1ccc(S(=O)(=O)NCC2CCN(c3nccnc3C#N)CC2)cc1Cl	-27
O=C(NN=Cc1ccc2c(c1)OCO2)c1ccc(Br)o1	-5
O=C(Nc1ccc(F)c(F)c1)N1CCN(c2ccc3nnc(-c4ccco4)n3n2)CC1	-14
COc1ccccc1OCC(=O)N1CCS[C@H](c2ccccc2C)CC1	3
CC1C(=O)NCCN1C(=O)CCCSc1ccc(Cl)cc1 (stereo not drawn)	-12
CCCn1c(=O)c2sc(N3CCCCC3)nc2n(CC(=O)Nc2ccc(F)cc2F)c1=O	-11
CC1(C(=O)O)Cc2ccc(Cl)cc2C(=O)O1 (stereo not drawn)	-1
NC(=O)Cn1nc(-c2cccc3ccccc23)ccc1=O	-14
C1CN(c2nc(NC3CC3)nc3n[nH]nc23)CCO1	-3
O=C(NCCS(=O)(=O)NCCC(c1ccccc1)c1ccccc1)c1ccccc1	-13&0
O=C(CSc1ccc(-c2ccco2)nn1)N1CCc2ccccc21	1&3
CCCCOCCCn1c(NS(=O)(=O)c2ccc3ccccc3c2)c(S(=O)(=O)c2ccc(C)cc2)c2nc3ccccc3nc21	60*
CC(=O)Nc1cccc(NC(=O)CSc2nc(CC(=O)NCc3ccncc3)cs2)c1	-5
O=C(CSc1nnc2ccc(-c3ccco3)nn12)c1cccs1	-3
COc1ccc(CNC(=O)NCC2CCN(S(C)(=O)=O)CC2)cc1	-7
Cc1csc(CN2CCN(C(=O)c3ccc(F)cc3F)CC2)n1	-13
C=c1ccccc1=C1N=C(NC(=O)CSc2nnc3ccccn23)NS1	-9&1
O=C(NCCSC1CCOCC1)C1(c2cccs2)CCCC1	-9
O=C(NCCNc1cc(Nc2ccccn2)ncn1)c1cccnc1	0
CCn1nccc1C(=O)Nc1nnc(-c2ccc(C)cc2C)o1	3
CN1C(=O)C(C)(C)COc2ccc(NS(=O)(=O)c3ccccc3Br)cc21	-7
NC(=O)c1ccc(C=NO)[n+](Cc2ccccc2)c1	-6
O=C(NC(c1ccccc1)c1ccccc1)N1CCCC(c2nnc(-c3ccsc3)o2)C1 (stereo not drawn)	-1
Cc1ccc(NC(=O)CCCSc2ccc(NC(=O)c3ccco3)nn2)cc1F	-18&3
Cc1cc(Cl)cc2sc(NC(=O)CCS(=O)(=O)c3ccc(F)cc3)nc12	-13
Nc1nc(SCC(=O)Nc2ccc3c(c2)OCO3)ncc1S(=O)(=O)c1cccs1	-9
NC(=NOC(=O)c1ccc(Cl)cc1)c1ccc(Cl)cc1	2

Some values from the results shown.
Under PriA SSB inh, `NC(=O)c1ccc(C=NO)[n+](Cc2ccccc2)c1` has the entry -6
Under PriA SSB inh, `O=C(NCCSC1CCOCC1)C1(c2cccs2)CCCC1` has the entry -9

New compounds follow
Molecule	PriA SSB inh
COc1ccc(Cl)c2sc(N(CCN3CCOCC3)C(=O)c3ccn(C)n3)nc12	-5&-5
Fc1ccc(C=NN2CCCCC2)c(F)c1	43*
CS[C@H]1CCN(C(=O)CN2C(=O)CCC2=O)C1	-16
COC(=O)c1ccccc1NC(=O)CSc1nnc(CSc2nc3ccccc3s2)o1	-23
CCCc1cc(N2CCN(Cc3ccc(C)cc3C)CC2)n2c(nc3ccccc32)c1C#N	-13
CC1(C)CC(=O)C(=C(O)CCCN2C(=O)c3ccccc3C2=O)C(=NCC(=O)O)C1	-6
COC(=O)CSc1nc(-c2cccc(C)c2)nc2c1CCCC2	-14
Cc1ncc([N+](=O)[O-])n1CC(=O)NN=Cc1ccccc1F	-10
C=CCON=C(CCC)C1=C(N)CC(C)(C)CC1=O	-5
Cc1sc(NN=Cc2cc([N+](=O)[O-])ccc2O)nc1-c1ccccc1	-2
Cc1nnc2n(c1=O)C(CSc1ccc([N+](=O)[O-])cc1)CS2 (stereo not drawn)	-3
Cc1cc(C)n(-c2nc(CCNC(=O)CN(C)S(C)(=O)=O)cs2)n1	-10
Cc1nnsc1C(=O)NCc1cc(C2CC2)n(C2CCCC2)n1	-11
CCOC(=O)c1cnn2ccc(NC(=O)COc3cccc4c3OC(C)(C)C4)cc12	4
CN(C)C(CN)c1ccccc1Cl (stereo not drawn)	22
CC1(C(=O)NN=Cc2ccccc2)CC1(Cl)Cl (stereo not drawn)	4
CN(C1CCCCC1)S(=O)(=O)c1ccc(C(=O)Nc2sc3c(c2C#N)CC(C)(C)NC3(C)C)cc1	1
NCc1nc(CN2C(=O)c3ccccc3C2=O)no1	5
Cc1nc2c(sc3ccccc32)c(=O)n1CC(=O)Nc1ccc(Br)cc1	-18
COc1ccc(N2CCN(CCNC(=O)Cc3cccc4ccccc34)CC2)cc1	6
CCCCS(=O)(=O)NC[C@@](C)(O)Cc1ccco1	-4
O=C(NCCn1nc(-c2ccccn2)c2c1CCCC2)c1nc2ccccc2s1	2
O=C(CN(c1cccc(Br)c1)S(=O)(=O)c1ccccc1)NN=Cc1cc([N+](=O)[O-])ccc1O	6
CCCS(=O)(=O)N1CCN=C1SCc1ccc(C(F)(F)F)cc1	-12
O=C(COc1ccc(F)cc1)NCc1ccnc(-c2cccs2)c1	-16
CN(C)CCNC(=O)C(=O)Nc1ccccc1F	-15
COc1cccc(C=Nn2cnnc2)c1OCc1ccccc1	2
CCOC(=O)C(C(=Nc1ccccc1)Nc1ccccc1)=C(C)O	-7
C=C(C)COc1ccc2c(C)c(CC(=O)N3C[C@H]4C[C@H](C3)c3cccc(=O)n3C4)c(=O)oc2c1	-2
CC1(C)CC1C(N)=O (stereo not drawn)	-3
CSc1ccc(CC(=O)Nc2nc3cc4c(cc3s2)OCO4)cc1	4
CCOc1ccc2nc(NCC3CCCO3)sc2c1 (stereo not drawn)	21
O=C(c1ccc2c(c1)OCO2)N1CCc2cc(S(=O)(=O)NC3CCCC3)ccc21	-19
COc1ccc(NC(=O)CN2CCC(c3nc4ccccc4[nH]3)CC2)cc1OC	-4&-2
COc1ccc(-c2csc(/C(C#N)=C\c3ccc(OCC(=O)c4ccccc4)c(OC)c3)n2)cc1OC	0
CCc1nnc(C2CCN(C(=O)CC(C)(C)C)CC2)s1	-3
O=S(=O)(NCCCn1ccc2cccnc21)c1ccc2c(c1)CCCC2	-11
Cc1[nH]c2ccccc2c1C(=O)CSc1ccc2ccccc2n1	-4&3
O=C(NCCn1ncc2c(N3CCN(Cc4ccccc4)CC3)ncnc21)c1cc2ccccc2o1	-5
Cc1c(Cl)cccc1S(=O)(=O)N[C@H]1CCN(c2ccc(C(F)(F)F)cn2)C1	-11
CC(=NNc1ccc(F)cc1F)c1ccccc1O	4
CC(=NNc1ccc(F)cc1)c1ccc(Cl)s1	-26
CC(C)c1ccc(-n2c(O)c(C=NN3CCOCC3)c(=O)[nH]c2=S)cc1	-5
CCC(CC)C(=O)Nc1cc(-c2cn3nc(OC)ccc3n2)ccc1C	-18
Cc1nc(C(=O)Nc2cnn(CC3COc4ccccc4O3)c2)cs1 (stereo not drawn)	-35
CCOc1ccccc1C=NNc1ccnc(=O)[nH]1	4
CCc1cc(=O)n(CCNS(=O)(=O)c2ccccc2C(F)(F)F)cn1	-29
CCCc1nnsc1C(=O)NCC1CCN(c2ccncc2)CC1	-2
COc1ccc(OC)c(C=NNC(=O)c2ccc(-c3ccccc3)cc2)c1	-23
O=C(c1ccccc1Cl)N1CCCC(c2nnc(-c3cccs3)o2)C1 (stereo not drawn)	-1

Next section.
Molecule	PriA SSB inh
O=C(CSc1nnc(-c2ccc(Cl)cc2)n1Cc1ccco1)c1ccccc1	15
NC(=O)C1CCN(C(=O)Cc2csc(SCC(=O)Nc3ccc(F)cc3)n2)CC1	-11
COc1ccc(C)cc1S(=O)(=O)N1CCCC(c2nnc(COc3ccccc3)o2)C1 (stereo not drawn)	10
NCC(=O)NCCc1ccccc1	-23
C=Cc1ccc(Cn2nc3n(CCC)c(=O)c4ccc(C(=O)NC5CCCCC5)cc4n3c2=O)cc1	-6
COc1cc(/C=C2/SC(=N)NC2=O)ccc1Oc1ccc([N+](=O)[O-])cc1[N+](=O)[O-]	-21
O=C(c1cccs1)N1CC(C(=O)N2CCN(Cc3ccccn3)CC2)C1	-2
O=S(=O)(c1cccs1)N(CCc1cccs1)C1CC1	-43
COC(=O)N1CCc2c(sc(NC(=O)c3ccc(Cl)cc3)c2-c2nc3ccccc3s2)C1	8
CCC(Cc1ccccc1)=NNC(=O)c1cccc(Br)c1	9
COc1ccc(-n2nnc(C(=O)O)c2-c2ccccc2)cc1	18
CCS(=O)(=O)NCC(c1cccnc1)N1CCN(Cc2ccccc2)CC1 (stereo not drawn)	-8
COCC1CCCN(C(=O)c2cn(C)nn2)C1 (stereo not drawn)	1
CC1(C)CC(=O)C(=NNc2ccc(Cl)cc2)CO1	11
Cc1ccc(O[C@H]2CCCN(C(=O)CCn3ccc(=O)[nH]c3=O)C2)nn1	-7
O=C(CCC(=O)Nc1ccc(Br)cc1)NN=Cc1cc([N+](=O)[O-])ccc1O	-1
Cc1ccccc1OCC(=O)NN=Cc1cccn1C	0
Cc1ccnc(C(=O)N2CCN(c3ncccn3)CC2)n1	-14
O=C(c1ccc2c(c1)OCO2)N1CC(c2nc(-c3ccc[nH]c3=O)no2)C1	-11
O=C(Nc1cc(C(=O)N2CCN(c3ccccc3)CC2)ccc1N1CC2CC(C1)c1cccc(=O)n1C2)c1ccc(Br)o1 (stereo not drawn)	-6

The list goes on; it opens with the 4 that closed the last part.
Molecule	PriA SSB inh
Cc1ccccc1OCC(=O)NN=Cc1cccn1C	0
Cc1ccnc(C(=O)N2CCN(c3ncccn3)CC2)n1	-14
O=C(c1ccc2c(c1)OCO2)N1CC(c2nc(-c3ccc[nH]c3=O)no2)C1	-11
O=C(Nc1cc(C(=O)N2CCN(c3ccccc3)CC2)ccc1N1CC2CC(C1)c1cccc(=O)n1C2)c1ccc(Br)o1 (stereo not drawn)	-6
CCc1c(C)nc(-n2nc(-c3ccco3)cc2NC(=O)c2cc(C3CC3)on2)[nH]c1=O	-6
CN(C)C(CNC(=O)COc1ccc(Cl)cc1Cl)c1cn(C)c2ccccc12 (stereo not drawn)	5
COc1ccc(CNC(=O)N2CCC(c3nnc(-c4ccc(F)cc4)o3)CC2)cc1OC	-4
Brc1nccc2cccnc12	18
COC(=O)C1CCN(C(=O)NC2CC(=O)N(c3ccc(OC)c(OC)c3)C2)CC1 (stereo not drawn)	-14
Cc1ccc(C)c(N2CCN(S(=O)(=O)c3ccsc3C(=O)Nc3ccc(C(C)C)cc3)CC2)c1	-21
COc1ccc(C)c2sc(N(Cc3ccccn3)C(=O)C3CCCCC3)nc12	1
COc1ccc(C)c2sc(N(CCN3CCOCC3)C(=O)C3Oc4ccccc4OC3C)nc12 (stereo not drawn)	-27
CCn1c(O)c(C=NN=C2CCCC2)c2ccc(C3=NNC(=O)CC3)cc21	-3
COC(=O)c1ccc(C=Nn2c(C)nnc2C)cc1	-27
COc1ccccc1-c1ccc2nnc(SCc3ccc([N+](=O)[O-])cc3)n2n1	11
CNC[C@H](O)COc1ccc(OC)cc1	-2
COC(=O)c1ccc(NC(=O)C(=O)NCC2CCN(C3CCCC3)CC2)cc1	-5
COc1ccc(C=NNC(=O)c2ccco2)cc1Cn1nc(C)c([N+](=O)[O-])c1C	-13
C=CCc1c(C)nc(-c2ccccc2)nc1NN=C(C)c1ccccc1	10
COc1ccccc1CNC(=O)c1scc(-c2ccccc2)c1S(=O)(=O)N(C)c1ccccc1	-13
Cc1ccc(S(=O)(=O)N(C)c2ccc(C(=O)n3nc(C)cc3C)cc2)cc1	-21
Cc1cc(NC(=O)COc2ccccc2F)n(-c2nc3ccccc3s2)n1	-21
Cc1cc(NC(=O)Cc2cccs2)n(C2CCS(=O)(=O)C2)n1 (stereo not drawn)	-1
Cc1nc(-c2ccccc2)sc1C(=O)NCCn1nc(-c2cccnc2)ccc1=O	-9
Cc1cccc(N2CCN(C(=O)Cc3csc(NC(=O)c4ccc(=O)[nH]c4)n3)CC2)c1	6
O=C(NCCn1nc(-c2ccncc2)cc1C1CC1)c1ccsc1	2
CCS(=O)(=O)c1ccc(CC(=O)Nc2ccc3sccc3c2)cc1	-5
COc1ccc(Cl)cc1NC(=O)C(=O)NCc1ccsc1	-5
O=C1OC2(CCCCC2)OC(=O)C1=CNc1ccccc1[N+](=O)[O-]	-2
CCOC(=O)c1sc(NC(=O)/C=C/c2ccccc2)nc1-c1ccccc1	-10
Cc1cn(C)nc1C(=O)Nc1sc(C)c(C)c1C#N	-14
O=C(C=NO)Nc1ccccc1	-30
O=C(Cn1ccc2ccccc21)N1CCN(Cc2csc(-c3ccccc3)n2)CC1	-2
O=C(CSc1nccnc1N1CCC(Cc2ccccc2)CC1)Nc1ccc2c(c1)OCCO2	2
O=S(=O)(c1ccc2c(c1)CCCC2)N1CCN(c2ccc(-c3cccnc3)nn2)CC1	-10
Cc1c(Cl)ccc2sc(N(Cc3ccccn3)C(=O)c3ccc4ncsc4c3)nc12	-13
